Source: PubChem (Sanford-Burnham Center for Chemical Genomics)
tim23-1 inh = growth inhibitors of tim23-1 mutant yeast, primary screen, luminescence, uHTS; S. cerevisiae tim23-1 growth, BacTiter-Glo luminescence, 24 h; inhibition, % at 20 µM; hit rate 1.3% among 330,000;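 active means growth inhibition of the mutant yeast at or above 50%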;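 further: temperature-sensitive mutant grown at 25 °C; plate controls were DMSO-treated mutant yeast for no effect and medium wells lacking yeast for full effect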
CHOP UPR activ = activators of apoptotic CHOP UPR arm, primary screen, cell-based, CHO-CHOP luciferase reporter, luminescence, uHTS; hit rate 0.34% among 330,000; activation, % at 10 µM; UPR activation; percent of tunicamycin response over DMSO baseline;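 active means at 10 µM dose, activation of 40% or more, normalized to positive control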;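 further: 100% = tunicamycin at 10 µg/mL and 0% = DMSO alone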
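System: CHO-CHOP luciferase reporter cell line | Buffer or medium: F12 medium containing 10% fetal bovine serum | Doses: One dose, 10 µM in 0.5% DMSO | Times: 6 h compound exposure at 37 °C after overnight seeding | Signal: Luciferase luminescence | Read-out: % activation vs tunicamycin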
APJ antagonist = antagonists of human apelin receptor APJ, primary screen, CHO-K1 cells, beta-arrestin complementation, luminescence; P35414; inhibition, % at 20 µM; hit rate 0.32% among 330,000; AID 2521, 2010;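 active means inhibition above about 40% at 20 µM, limit read from the data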;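 further: cells challenged with 10 nM apelin-13 agonist together with compound; plate controls were apelin-13 plus DMSO wells for no effect and DMSO wells lacking apelin-13 for full effect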
Target sequence (P35414 whole entry, looked up): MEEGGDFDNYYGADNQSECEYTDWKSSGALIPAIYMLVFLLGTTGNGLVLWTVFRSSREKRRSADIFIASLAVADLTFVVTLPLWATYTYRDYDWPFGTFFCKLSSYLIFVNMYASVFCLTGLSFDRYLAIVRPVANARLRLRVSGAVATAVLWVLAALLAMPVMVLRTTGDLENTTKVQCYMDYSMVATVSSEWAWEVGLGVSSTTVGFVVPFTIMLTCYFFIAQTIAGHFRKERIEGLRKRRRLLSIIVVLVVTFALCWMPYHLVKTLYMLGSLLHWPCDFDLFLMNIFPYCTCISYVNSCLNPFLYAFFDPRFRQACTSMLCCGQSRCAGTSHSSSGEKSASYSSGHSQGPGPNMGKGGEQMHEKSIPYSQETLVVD
697 NFkB inh = inhibitors of PMA/ionomycin-induced NF-kB reporter, 697 cells, primary screen, B-cell NF-kB inhibitor project, cell-based, luminescence, uHTS. 697 B-cell NF-kB luciferase reporter, 16 h. inhibition, % at 4 µM. hit rate 0.33% among 330,000; in the data active means inhibition above about 35%
APJ agonist = agonists of human apelin receptor APJ, primary screen, CHO-K1 cells, PathHunter beta-arrestin, luminescence | P35414 | activation, % at 20 µM | 0% DMSO wells, 100% apelin | hit rate 0.11% among 330,000;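 active means activation more than six SD over the plate average, tested at 20 µM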;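 further: 0% = DMSO alone and 100% = apelin-13 at 10 nM; some results filed as inactive read as strong as hits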
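Assay system: CHO-K1 cells stably expressing ProLink-tagged human APJ and arrestin–beta-gal acceptor. Compound dosing: 20 µM single point, 1% DMSO. Times: 16-18 h seeding, 90 min dark compound exposure, 60 min detection. Detection: beta-gal luminescence. Evaluation: APJ–arrestin association signal. Controls: negative DMSO alone, positive Apelin-13 at 10 nM.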
Jurkat NFkB inh = inhibitors of induced NF-kB luciferase reporter, primary screen, TCR NF-kB activation inhibitor project, cell-based, luminescence, uHTS | Jurkat, PMA/ionomycin-induced NF-kB luciferase reporter | inhibition, % at 4 µM | hit rate 0.53% among 330,000 | AID 435003, 2010; in the data active means inhibition above about 50%
Mdm2-MdmX inh = inhibitors of human Mdm2-MdmX association, primary screen, cell-based, luminescence, split luciferase, SaOS-2, uHTS; AID 485346, 2010; hit rate 3% among 330,000; inhibition, % at 8 µM; SaOS-2 split-luciferase Mdm2/MdmX complementation;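 active means inhibition of at least 50% at 8 µM in the primary screen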
XBP1 UPR activ = activators of adaptive XBP1 UPR arm, primary screen, cell-based, CHO-XBP1 luciferase reporter, luminescence, uHTS | AID 463104, 2010 | activation, % at 20 µM | hit rate 0.33% among 330,000 | IRE1-XBP1 UPR activation; percent of tunicamycin response, DMSO as zero;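 active means versus positive control, 20 µM dose yields 30% or more activation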;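 further: 100% = tunicamycin at 10 µg/mL and 0% = DMSO only wells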
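Test system: CHO-XBP1 luciferase reporter cells | Buffer or medium: Serum-containing F12 medium, 10% FBS | Schedule: 6 h compound exposure at 37 °C, 5% CO2 | Detection: Steady-Glo luciferase glow luminescence, 10 min after reagent addition | Read-out basis: Activation, % of tunicamycin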
* = called active by the depositor.

SMILES	tim23-1 inh	CHOP UPR activ	APJ antagonist	697 NFkB inh	APJ agonist	Jurkat NFkB inh	Mdm2-MdmX inh	XBP1 UPR activ
CC1CN(c2ccc(NC(=O)c3ccco3)cc2C(=O)O)CC(C)O1 (centres undefined)	-5.1	-0.4	18.7	10.1	-2.6	-1.9	12.0	-1.9
O=C(NCC1CCOCC1)c1ccc(OC2CCN(Cc3ccccn3)CC2)cc1	-3.6	-1.6	14.2	-8.6	-1.4	2.0	12.0	-1.4
CCOC(=O)c1c(C)[nH]c(C(=O)OCC(=O)Nc2cc(C)ccc2OC)c1C	-11.0	0.0	-21.0	-25.1	1.4	-6.3	98.7*	1.9
CCN(C(=O)c1c(-c2ccccc2)noc1C)c1ccccc1	15.9	1.4	4.6	5.6	-1.5	15.4	34.0	0.1
CCOP(=O)(c1ccccc1)C1(C#N)CCCC1 (centres undefined)	17.1	0.2	17.8	0.4	1.2	-9.0	30.6	0.5
C=CCNc1ncnc2c1cnn2-c1ccc(Cl)cc1	18.9	2.0	-1.0	-223.1	-1.2	-157.3	-247.8	7.7
O=S(=O)(c1ccccc1)N1N=C(c2ccc(Br)cc2)CC1c1ccco1 (centres undefined)	39.0	1.2	15.3	-27.6	0.4	9.4	25.0	-2.2
CCC(Cc1ccccc1)NC(=O)Cn1ncc2ccsc2c1=O (centres undefined)	6.5	-0.6	6.8	21.4	-2.0	3.4	19.4	-0.6
CC(C)N(Cc1ccccc1)C(=O)/C=C/c1ccccc1[N+](=O)[O-]	46.1	-2.4	14.5	10.8	-2.1	2.0	-4.2	3.4
COc1ccc(NC(=O)c2ccc(Cl)nc2)cc1S(=O)(=O)N1CCOCC1	0.3	2.3	17.8	4.8	-1.0	9.3	-1.7	0.7
Clc1cc(Cl)c2nc(N3CCCC3)sc2c1	37.4	2.0	-1.9	-102.8	11.3	-32.3	-72.4	0.0
CC(C)CC(c1nnnn1Cc1ccc2c(c1)OCO2)N1CCC(C(N)=O)CC1 (centres undefined)	-2.3	0.5	30.8	-6.1	-0.2	-6.9	-7.8	-2.4
CCOCCCNCc1cc(Br)ccc1OCc1ccccc1	13.4	-0.9	18.3	-20.3	-0.3	2.9	32.5	-1.3
CCOC(=O)C(=O)N/N=C/c1ccco1	10.2	3.2	15.3	5.4	2.0	11.0	43.7	-2.1
CCN(c1ccc(NC(=O)COC(=O)/C=C/c2cccs2)cc1)C(C)C	22.6	0.8	-15.1	-11.8	-4.2	-18.1	-29.5	-3.5
COc1cccc(CC(=O)N2CCCC(CO)(Cc3ccc(F)cc3F)C2)c1 (centres undefined)	29.9	-0.7	12.7	-0.2	-0.8	2.5	9.6	2.7
COC(=O)c1cc(S(=O)(=O)Nc2cccc(S(N)(=O)=O)c2)oc1C	5.7	0.7	-6.4	24.3	-0.7	7.1	-7.6	-1.9
Fc1ccc(-n2cnnn2)c(F)c1	-9.6	-1.6	21.8	11.5	-0.5	1.4	-10.6	-1.2
CCN(CC)CCCn1c2c(c(SCC(=O)N3CCCc4ccccc43)nc1=O)CCC2	-0.2	-0.6	-14.4	-23.7	0.9	-9.5	-16.0	1.9
CCOc1ccc(CCNC(=O)COC(=O)c2cc(OC)c(OC)c(OC)c2)cc1OCC	26.0	-1.3	-6.0	23.0	-2.5	-18.3	3.1	-0.9
COc1cc(/C=C2\SC(=S)N(CCC(=O)N3CCCCC3)C2=O)cc(OC)c1OC	24.8	10.4	7.6	15.8	-0.5	15.0	68.2*	-3.5
CCOC(=O)Cn1ncc2c3ccccc3n(CC(=O)OCC)c2c1=O	7.7	-0.8	-10.1	-6.6	-1.8	-14.0	11.8	-4.3
Cc1ccc(-n2nnc3c(=O)n(CC(=O)N4CCCC4)cnc32)cc1	7.5	1.0	-7.2	-4.2	4.3	-11.3	-17.7	5.3
CC(C)C(C(=O)NCc1ccco1)N(Cc1ccco1)C(=O)CNS(=O)(=O)c1ccc(F)cc1 (centres undefined)	13.5	1.8	-16.4	24.4	-2.2	-4.1	20.0	-3.5
Cc1c([N+](=O)[O-])c([N+](=O)[O-])nn1CC(=O)N1CCCCC1	-21.6	0.8	-20.9	-7.0	-1.7	13.0	6.5	-0.1

Arranged by SMILES length (descending): five of the compounds above
SMILES	tim23-1 inh	CHOP UPR activ	APJ antagonist	697 NFkB inh	APJ agonist	Jurkat NFkB inh	Mdm2-MdmX inh	XBP1 UPR activ
COc1cc(/C=C2\SC(=S)N(CCC(=O)N3CCCCC3)C2=O)cc(OC)c1OC	24.8	10.4	7.6	15.8	-0.5	15.0	68.2*	-3.5
CCOc1ccc(CCNC(=O)COC(=O)c2cc(OC)c(OC)c(OC)c2)cc1OCC	26.0	-1.3	-6.0	23.0	-2.5	-18.3	3.1	-0.9
CCOC(=O)c1c(C)[nH]c(C(=O)OCC(=O)Nc2cc(C)ccc2OC)c1C	-11.0	0.0	-21.0	-25.1	1.4	-6.3	98.7*	1.9
COc1cccc(CC(=O)N2CCCC(CO)(Cc3ccc(F)cc3F)C2)c1 (centres undefined)	29.9	-0.7	12.7	-0.2	-0.8	2.5	9.6	2.7
C=CCNc1ncnc2c1cnn2-c1ccc(Cl)cc1	18.9	2.0	-1.0	-223.1	-1.2	-157.3	-247.8	7.7

(next part)
SMILES	tim23-1 inh	CHOP UPR activ	APJ antagonist	697 NFkB inh	APJ agonist	Jurkat NFkB inh	Mdm2-MdmX inh	XBP1 UPR activ
O=C(c1ccc(-c2ccccc2)cc1)N1CCN(c2ccccc2)CC1	6.5	1.8	10.3	-2.7	-4.2	-30.0	-14.6	-1.9
Cn1c(=O)c2c(nc(Oc3ccc4c(c3)OCO4)n2Cc2ccc(Br)cc2)n(C)c1=O	9.4	0.7	12.1	12.0	-2.7	-4.0	31.1	-0.1
CCN1C(=O)Nc2cccc3cccc1c23	4.4	-1.1	-10.6	37.4*	-0.4	-4.7	84.4*	8.0
CCCCC(C(=O)NC(=O)NCc1ccccc1)N1C(=O)c2ccccc2C1=O (centres undefined)	9.1	0.0	7.6	-2.0	-6.0	7.5	5.6	-1.9
O=C(c1ccco1)N1CCC(n2nnc3ccccc32)CC1	11.2	-0.3	-6.9	-1.4	-0.4	8.9	-34.6	-1.5
C[C@H](CO)N1C[C@H](C)[C@@H](CN(C)S(C)(=O)=O)Oc2ccc(NC(=O)C3CCCCC3)cc2C1=O	6.8	0.5	-1.8	10.0	-2.6	5.0	28.3	-0.9
O=c1[nH]c(CN2CCN(S(=O)(=O)/C=C/c3ccccc3)CC2)nc2cc(Cl)ccc12	40.3	0.6	2.8	17.5	-1.5	7.3	19.9	-3.2
CCNc1nc(NCc2ccccc2)nc(SCC(N)=O)n1	4.3	0.6	-5.4	15.6	-0.9	10.9	4.7	-0.5
Clc1ccccc1-c1nn2c(-c3ccccn3)nnc2s1	30.4	0.7	-3.4	6.4	-4.4	-8.5	3.9	1.2
O=C(Nc1ccccc1-c1nnn(CC(=O)N2CCCc3ccccc32)n1)c1ccco1	27.4	-1.0	16.5	-1.1	2.2	10.2	15.7	2.5
O=c1cc(-c2ccccc2)cc(-c2ccccc2)n1O	79.6*	3.1	-2.3	-11.0	-1.1	-5.1	28.4	-1.8
Cc1ccc(C)c(NS(=O)(=O)c2cc(C(=O)N3CCc4ccccc4C3)ccc2Cl)c1	32.6	-1.7	5.5	-3.7	-2.4	14.6	27.5	-4.6
CCc1ccc(C2C3=C(CCCC3=O)OC3=C2C(=O)CCC3)cc1	23.0	0.2	-12.2	-18.3	-1.0	-1.4	-15.8	3.0
C=CCc1cc(C=O)cc(OC)c1OCc1c(Cl)cccc1Cl	16.1	1.8	-1.0	0.9	-2.7	0.0	-10.0	-0.7
COC(=O)c1cc(S(=O)(=O)N2CCOCC2)c(Cl)cc1N1CCOCC1	-6.2	-2.6	5.1	-0.3	-4.5	-1.6	25.7	-1.0
O=C(CCc1c[nH]c2ccccc12)NC1CC1	-1.1	-2.8	15.0	-3.8	-0.4	-7.8	5.2	0.0
O=[N+]([O-])c1c(Nc2ccccc2)ccc2nonc12	-0.9	0.3	8.7	1.4	7.8	2.0	-10.5	-1.9
COc1ccc(-c2nc(SCC(=O)NCc3ccco3)c(-c3ccccc3)[nH]2)cc1OC	18.9	-2.1	-0.6	16.3	3.4	-9.7	46.3	-1.3
Cc1cc(C)cc(NC(=O)CSc2nnc(CNC(=O)c3ccco3)o2)c1	2.5	-2.1	17.8	-1.3	-4.0	-6.4	-2.0	-5.5
CCOc1ccc(NC(=O)NCCN2C(C)CCCC2C)cc1 (centres undefined)	-14.1	1.1	3.4	12.3	-4.6	2.9	-28.4	-2.1
CN(C)C(CNC(=S)Nc1ccccc1)c1cccnc1 (centres undefined)	-2.2	-0.6	8.9	-19.1	-1.1	-3.5	-18.1	0.7
CCc1sc(NC(=O)CN2CCOCC2)nc1-c1ccccc1	7.9	-1.3	-8.4	-9.8	1.6	-31.5	10.9	-2.2
CN1C(=O)/C(=C/c2ccc(OCc3ccccc3F)cc2)N(C)C1=S	29.3	2.9	21.8	3.0	-1.1	-12.5	-6.7	2.9
CC1CCN(S(=O)(=O)c2cn(CC(=O)N3CCN(c4cccc(C(F)(F)F)c4)CC3)cn2)CC1	4.6	-2.6	-17.0	-19.9	1.5	9.4	23.5	-6.0
CCOC(=O)C1=C(O)C(=O)N(c2ccc(S(N)(=O)=O)cc2)C1c1ccc(OC)cc1 (centres undefined)	3.3	1.4	-7.4	7.7	-3.1	-1.7	10.9	-1.6
Next structures:
SMILES	tim23-1 inh	CHOP UPR activ	APJ antagonist	697 NFkB inh	APJ agonist	Jurkat NFkB inh	Mdm2-MdmX inh	XBP1 UPR activ
C[N+]1(CC(O)COc2ccccc2)CCN(C(=O)c2ccc([N+](=O)[O-])cc2)CC1 (centres undefined)	0.5	3.2	3.3	-11.4	-1.4	-6.9	-2.7	1.0
O=C1Nc2c(Br)cc(Br)cc2C1(O)N1CCOCC1 (centres undefined)	4.8	2.3	-32.3	11.0	-4.8	3.0	37.6	-0.1
O=C(CNC(=O)c1ccco1)Nc1ccc(S(=O)(=O)N2CCCC2)cc1	8.1	-1.7	5.5	-5.4	0.9	-0.2	-13.3	-3.1
Nc1cc(Cl)ccc1N1CCCCCC1	11.5	-0.6	-11.5	0.0	-2.2	-10.4	-1.4	1.3
CCc1ccc(NC(=O)Cn2c3[n+](c4c(F)c(F)ccc42)CCCCC3)cc1	12.0	0.9	2.2	-1.2	1.5	-15.2	7.7	-0.2
CC(C)C(NC(=O)C1CCC(C(C)(C)C)CC1)C(=O)NCCCN1CCCCC1 (centres undefined)	-4.9	-2.5	-9.4	7.8	-3.0	-8.5	13.0	0.8
Cc1ccc(/C=N/n2c(=O)c(C(C)(C)C)nn3cnnc23)cc1	18.0	1.7	-7.0	1.7	0.7	6.3	21.4	-0.5
Cc1ccc2c(c1)nc(-n1nc(C)cc1C)c1nnnn12	30.5	1.7	12.6	-18.4	-2.0	-18.6	5.6	1.3
Cc1ccc(OCc2nnc(SCc3cc(=O)[nH]c4ccccc34)o2)cc1	2.9	2.5	-8.0	7.6	2.3	7.9	38.6	-0.8
Cc1ccc(S(=O)(=O)N(C)c2ccc(OC(C)C(=O)N(C)c3ccccc3)cc2)cc1 (centres undefined)	15.2	-1.7	7.1	-0.2	-4.5	5.0	18.4	0.1
